# JMJD2C inh: human JMJD2C demethylase inhibition. inhibition, % at 2.35 µM. 330,000 tested, 0.069% active. GST-JMJD2C(1-420) H3K9me3 demethylation, DELFIA europium. Q9H3R0;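 active = more than half of a compound's replicate wells show inhibition beyond 50%, single wells judged on their own value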;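 also: signal counts dimethyl H3K9 product captured on neutravidin plate; 0% = median of DMSO wells and 100% = 0.3 times that DMSO median; strong numbers were not always called active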
# MEP2 TOR yeast: modulators of TOR pathway MEP2-GFP in S. cerevisiae; AID 2016; 330,000 tested, 0.51% active; GFP response vs DMSO, % at 10 µM; S. cerevisiae MEP2-GFP strain, flow cytometry GFP, 3 h; 100% = DMSO control level;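 active = GFP response versus DMSO above a set limit, roughly screen mean plus 3 SD, cut at about 180% in these data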;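 also: median GFP fluorescence of the barcode-gated MEP2-GFP cells per well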
# AHR act: human AHR activation | 320,000 tested, 2.5% active | AID 2796 | AHR-responsive luciferase reporter cells, luminescence | activation, % at 5 µM; in the data active = activation above about 47%;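 also: 0% = vehicle wells and 100% = reference agonist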
# Target sequence (P35869 whole entry, looked up): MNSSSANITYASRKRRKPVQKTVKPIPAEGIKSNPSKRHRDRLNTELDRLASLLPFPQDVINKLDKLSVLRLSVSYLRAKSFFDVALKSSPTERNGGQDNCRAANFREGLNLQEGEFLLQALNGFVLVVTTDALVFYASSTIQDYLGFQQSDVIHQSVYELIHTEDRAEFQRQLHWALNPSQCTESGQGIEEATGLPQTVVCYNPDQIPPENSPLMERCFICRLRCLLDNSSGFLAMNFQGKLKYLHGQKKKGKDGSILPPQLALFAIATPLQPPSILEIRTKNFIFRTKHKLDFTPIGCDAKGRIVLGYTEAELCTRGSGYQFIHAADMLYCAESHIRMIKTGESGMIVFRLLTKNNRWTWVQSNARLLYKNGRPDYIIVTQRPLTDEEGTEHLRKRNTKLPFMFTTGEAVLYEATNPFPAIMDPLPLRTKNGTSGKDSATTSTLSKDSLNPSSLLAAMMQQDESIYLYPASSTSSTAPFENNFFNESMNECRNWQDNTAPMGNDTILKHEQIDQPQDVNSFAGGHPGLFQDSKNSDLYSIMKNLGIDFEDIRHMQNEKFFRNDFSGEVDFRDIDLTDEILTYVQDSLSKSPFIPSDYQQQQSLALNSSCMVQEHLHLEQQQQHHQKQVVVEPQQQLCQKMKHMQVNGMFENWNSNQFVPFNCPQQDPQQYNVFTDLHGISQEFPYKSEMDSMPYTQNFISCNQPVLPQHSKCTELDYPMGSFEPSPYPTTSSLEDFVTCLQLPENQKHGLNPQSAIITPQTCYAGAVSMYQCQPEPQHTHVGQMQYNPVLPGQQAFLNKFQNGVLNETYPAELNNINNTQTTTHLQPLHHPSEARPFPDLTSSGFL
# procasp7 counter: counter-screen: procaspase-7 (human) activation. P55210. AID 463210. activation, % at 8.5 µM. 330,000 tested, 0.093% active. recombinant procaspase-7, Ac-DEVD-pNA absorbance 405 nm; D23A/D198A/D206A triple mutant, cannot self-cleave; scale: DMSO 0, 5 µM enzyme 100;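 active = percent activation above the screen-wide mean plus 3 SD, cut at about 25% in these data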
#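 Assay system: Uncleavable procaspase-7 mutant enzyme; Input: 2 µM procaspase-7 mutant as dispensed; Also added: DEVD-pNA substrate; Medium: Zinc-free HEPES pH 7.4 with 300 mM NaCl, 0.01% Triton X-100; Timing: 1 h compound preincubation, 2 h substrate cleavage, 25 °C; Measured by: Epi-absorbance of released pNA at 405 nm, two timepoints.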
# procasp3 activ: procaspase-3 (human) activation; recombinant procaspase-3 D3A, Ac-DEVD-pNA absorbance 405 nm; activation, % at 8.5 µM; 330,000 tested, 0.11% active; AID 463141;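 active = activation above the mean of all tested compounds plus 3 SD, cut at about 21% in these data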;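 also: 0% = DMSO alone and 100% = DMSO wells spiked with extra 5 µM PC-3 D3A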
#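 Technique: 405 nm absorbance of p-nitroaniline, reads at 0 and 120 min; Test system: Procaspase-3 D3A mutant; Incubation: 1 h enzyme-compound preincubation, then 2 h substrate reaction, 25 °C; Repeats: singlicate, each compound tested once; Benchmarks: low control DMSO wells, high control DMSO plus 5 µM PC-3 D3A.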
# LAP4 TOR yeast: alters LAP4-GFP fluorescence in TOR pathway yeast screen; S. cerevisiae LAP4-GFP multiplex, flow cytometry GFP, 3 h; median GFP as percent of DMSO wells; GFP response vs DMSO, % at 10 µM; 320,000 tested, 0.34% active;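 active = GFP response vs DMSO above a set limit, about the screen mean plus 3 SD, cut at about 150% in these data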
# Yeast superoxide: yeast age-related superoxide inhibition as caloric restriction mimetic; S. cerevisiae aged cells, superoxide DHE fluorescence; stronger effect = lower value; superoxide response (% of plate mean), % at 10 µM; 330,000 tested, 0.18% active; AID 2690;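 active = superoxide response under a set limit, about three screen SD below normal, cut at about 65% in these data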;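 also: yeast aged for seven days with compound at 30 °C before DHE staining; 100% = average MFI of all compound-treated wells on the plate with controls excluded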
# RPL19A TOR yeast: modulators of TOR pathway RPL19A-GFP in S. cerevisiae; 330,000 tested, 0.3% active; AID 2025; percent response vs DMSO, % at 10 µM; S. cerevisiae RPL19A-GFP strain, flow cytometry, 3 h; stronger effect = lower value;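 active = percent response vs DMSO below 50%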;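 also: median channel GFP fluorescence of the barcoded RPL19A-GFP strain; ratio of sample median GFP to plate DMSO average so 100% = DMSO; lower means less RPL19A-GFP as with rapamycin TOR inhibition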
# Numbers without * were called inactive; nt = not tested or not shown; & = joins results of further samples. No enrichment for hits, and some 3.8% of all compounds hit somewhere here.
SMILES,JMJD2C inh,MEP2 TOR yeast,AHR act,procasp7 counter,procasp3 activ,LAP4 TOR yeast,Yeast superoxide,RPL19A TOR yeast
O=C(NC1C/C(=N/O)c2cc3c(cc21)OCO3)C(F)(F)F (stereo not given),-3,94,-2,5,8,95,105,95
CCOc1ccc(C(CC(=O)O)NC(=O)C(Sc2ccccc2)c2ccccc2)cc1 (stereo not given),-3,109,1,3,8,106,112,92
CCCCS(=O)(=O)N1CCCC(C(=O)Oc2ccccc2)C1 (stereo not given),-19,106,1,9,5,94,108,104
Cc1ccc(SCC(=O)OCC(=O)NCCc2ccccc2)cc1,13,104,0,18,-4,97,109,103
Cc1ccc(-n2c(=O)c3sccc3n(CC(=O)NC3CCCC3)c2=O)cc1,-2,101,-1,-1,4,97,89,104
O=C(Nc1nc(-c2cc(Cl)sc2Cl)cs1)c1cccs1,3,102,6,8,1,120,92,95
COc1ccc([C@H]2[C@H](C(=O)OC(C)(C)C)N3N=Cc4ccccc4C3C23C(=O)c2ccccc2C3=O)c(OC)c1 (stereo not given in full),7,87,11,-11,-2,93,97,99
O=C(CSCc1ccc(Cl)cc1)Nc1ccccc1C(=O)N1CCOCC1,35,91,2,15,4,94,97,90
O=C(CCN1C(=O)S/C(=C\c2ccccc2)C1=O)NCCCn1ccnc1,0,102,1,-5,-1,94,85,94
O=C(Cc1ccc(Br)cc1)N/N=C/c1ccc(-c2cccc(C(=O)O)c2)o1,nt,100,12,7,-5,104,95,94
COc1ccc(C(=O)/C=C/c2ccccc2)c(OC)c1,-6,96,-1,7,-3,98,116,94
COC(=O)c1c(NC(=O)CN2C(=O)NC3(CCC(C)CC3)C2=O)sc2c1CCC2 (stereo not given),4,96,0,0,1,95,87,90
COc1ccc(C(=O)N/C=C/n2cnc3cc(C(F)(F)F)ccc32)cc1,4,98,12,11,6,104,119,99
COc1ccc(CCNC(=O)C(=O)NCC2OCCN2S(=O)(=O)c2ccc(OC)c(C)c2)cc1 (stereo not given),-12,101,-2,5,4,109,103,101
Cc1cc(C)c2sc(N(CCCN(C)C)C(=O)COc3ccc(Cl)cc3)nc2c1,9,107,5,4,8,107,85,96
CCc1cc(C(=O)NNC(=S)Nc2cccc(C)c2)cs1,1,100,9,-9,-12,101,101,96
CCc1ccc(OCCCC(=O)NCc2ccco2)cc1,3,110,5,6,12,108,100,109
CC1(c2ccc3ccccc3c2)NC(=O)N(CC(=O)N2CCN(c3ccccc3O)CC2)C1=O (stereo not given),-25,94,0,0,11,76,92,75
CCCN(CCC)CCNC(=O)C1CCCN(S(=O)(=O)c2ccc3c(c2)oc(=O)n3C)C1 (stereo not given),-26,105,1,1,6,102,87,101
Cc1ccc(C)c(OCCC(=O)N2CCN(S(=O)(=O)c3cc(F)ccc3F)CC2)c1,nt,106,-1,-3,0,110,97,103
O=C(COc1ccc(S(=O)(=O)NC2CCCCC2)cc1)N1CCN(c2ccc(F)cc2)CC1,nt,101,0,6,1,114,113,96
COc1cc(C=O)ccc1OCCCCOc1ccccc1[N+](=O)[O-],0,106,-3,18,6,93,100,99
CCCCCCCOC(=O)c1ccc(OC(=O)c2cccnc2)cc1,nt,105,0,14,-6,113,104,98
c1cc2ccc3ccc(CN4CCOCC4)c4ccc(c1)c2c34,-4,113,6,11,1,112,95,102
CCOC(=O)N1CCC(NC(=O)c2cccc3c2C(=O)N(CCOC)C3)CC1,-2,107,4,-1,4,107,91,94

# Already shown: entries from further up.
SMILES,JMJD2C inh,MEP2 TOR yeast,AHR act,procasp7 counter,procasp3 activ,LAP4 TOR yeast,Yeast superoxide,RPL19A TOR yeast
COc1ccc([C@H]2[C@H](C(=O)OC(C)(C)C)N3N=Cc4ccccc4C3C23C(=O)c2ccccc2C3=O)c(OC)c1 (stereo not given in full),7,87,11,-11,-2,93,97,99
O=C(CSCc1ccc(Cl)cc1)Nc1ccccc1C(=O)N1CCOCC1,35,91,2,15,4,94,97,90
O=C(CCN1C(=O)S/C(=C\c2ccccc2)C1=O)NCCCn1ccnc1,0,102,1,-5,-1,94,85,94
O=C(Cc1ccc(Br)cc1)N/N=C/c1ccc(-c2cccc(C(=O)O)c2)o1,nt,100,12,7,-5,104,95,94
COc1ccc(C(=O)/C=C/c2ccccc2)c(OC)c1,-6,96,-1,7,-3,98,116,94
COC(=O)c1c(NC(=O)CN2C(=O)NC3(CCC(C)CC3)C2=O)sc2c1CCC2 (stereo not given),4,96,0,0,1,95,87,90
COc1ccc(C(=O)N/C=C/n2cnc3cc(C(F)(F)F)ccc32)cc1,4,98,12,11,6,104,119,99
COc1ccc(CCNC(=O)C(=O)NCC2OCCN2S(=O)(=O)c2ccc(OC)c(C)c2)cc1 (stereo not given),-12,101,-2,5,4,109,103,101
Cc1cc(C)c2sc(N(CCCN(C)C)C(=O)COc3ccc(Cl)cc3)nc2c1,9,107,5,4,8,107,85,96
CCc1cc(C(=O)NNC(=S)Nc2cccc(C)c2)cs1,1,100,9,-9,-12,101,101,96
CCc1ccc(OCCCC(=O)NCc2ccco2)cc1,3,110,5,6,12,108,100,109
CC1(c2ccc3ccccc3c2)NC(=O)N(CC(=O)N2CCN(c3ccccc3O)CC2)C1=O (stereo not given),-25,94,0,0,11,76,92,75
CCCN(CCC)CCNC(=O)C1CCCN(S(=O)(=O)c2ccc3c(c2)oc(=O)n3C)C1 (stereo not given),-26,105,1,1,6,102,87,101
Cc1ccc(C)c(OCCC(=O)N2CCN(S(=O)(=O)c3cc(F)ccc3F)CC2)c1,nt,106,-1,-3,0,110,97,103
O=C(COc1ccc(S(=O)(=O)NC2CCCCC2)cc1)N1CCN(c2ccc(F)cc2)CC1,nt,101,0,6,1,114,113,96
COc1cc(C=O)ccc1OCCCCOc1ccccc1[N+](=O)[O-],0,106,-3,18,6,93,100,99
CCCCCCCOC(=O)c1ccc(OC(=O)c2cccnc2)cc1,nt,105,0,14,-6,113,104,98

# The listing continues:
SMILES,JMJD2C inh,MEP2 TOR yeast,AHR act,procasp7 counter,procasp3 activ,LAP4 TOR yeast,Yeast superoxide,RPL19A TOR yeast
COc1ccc(Cn2c(=O)[nH]c3cc(OC)c(OC)cc3c2=O)cc1,1,97,0,1,8,103,94,91
CN(C(=O)c1ccc(NC(=O)Cc2cccc(NC(=O)C3CCN(C(=O)C4CCC4)CC3)c2)cc1)C1CCCC1,14,89,0,7,8,95,105,96
COc1cccc(NC(=S)N2CCN(S(=O)(=O)c3ccc(F)cc3)CC2)c1,1,106,nt,nt,nt,66,71,111
Cc1cc2c(cc1S(=O)(=O)NCc1ccc(Cl)cc1)OCC(=O)N2,6,102,1,1,1,115,121,106
CCOC(=O)c1c(C)[nH]c(C)c1C(=O)CSc1ncccn1,-2,103,78*,-24,-4,106,105,103
Nc1[nH]n2c(=O)cc(-c3ccccc3)nc2c1N=Nc1ccc2c(c1)OCO2,-2,99,4,-2,2,96,89,94
O=C1CC(NS(=O)(=O)c2cc(F)ccc2F)CN1c1cccc(F)c1 (stereo not given),-10,98,-1,10,-1,98,99,99
Cc1ccc(O)c(CNc2nccs2)c1,8,108,5,0,1,101,102,98
CC(=O)Nc1coc2ccc(Br)cc12,9,105,37,6,0,104,90,103
COc1ccc(-c2cc(C(F)(F)F)n3nc(C(=O)N(C)Cc4ccccc4)cc3n2)cc1OC,10,98,10,-16,-8,87,118,119
CN1C(=O)C2(OCC(COc3ccc(Cl)cc3)O2)c2ccccc21 (stereo not given),23,100,-5,-4,3,113,98,97
COc1ccc(CCNc2ncnc3c2nnn3Cc2ccccc2)cc1OC,-6,119,21,-2,9,99,93,98
Cc1ccccc1-n1c(Cn2c(=O)sc3ccccc32)nnc1SCC(=O)NCC1CCCO1 (stereo not given),5,102,18,2,5,101,101,99
COc1cccc(C2/C(=C(\O)c3ccc4c(c3)OCCO4)C(=O)C(=O)N2CC2CCCO2)c1 (stereo not given),5,94,nt,nt,nt,68,113,108
CCC1(CC)Cc2ccccc2C2=C(C(=O)N3CCCCC3)C(=O)C(=O)N21,-1,106,-3,9,8,91,138,107
CC1Cc2ccccc2N1S(=O)(=O)c1cccc(C(=O)OCC(=O)NC2CCS(=O)(=O)C2)c1 (stereo not given),7,104,1,10,4,103,95,98
Cc1cccc(C(=O)Nc2ccccc2SCC2CSc3nc4ccccc4c(=O)n32)c1 (stereo not given),0,103,-1,-3,-13,102,96,97
NC(=O)C1CCN(C(=O)Nc2csc3ccccc23)CC1,-7,90,15,4,1,105,91,94
O=C(CCc1nc(-c2ccccc2)no1)NCC1CCCO1 (stereo not given),-2,110,10,-6,1,96,96,nt
CCCc1ccc(-c2cc(C(=O)NCCc3ccc(S(N)(=O)=O)cc3)c3ccccc3n2)cc1,3,109,13,-6,1,106,108,101
COC(=O)c1sccc1NC(=O)Nc1cc(C)cc(C)c1,-9,101,nt,nt,nt,79,115,104
O=C1CSC(c2ccccc2)N1Cc1ccccn1 (stereo not given),1,100,nt,nt,nt,85,106,105
COc1c(Cl)cc(Cl)cc1CNCCNCCO,0,96,0,12,-2,91,89,95
COCc1c(C(=O)N2CCN(Cc3c(F)cccc3Cl)CC2)oc2ccccc12,-12,104,-1,-2,7,98,108,105
CC(C)(C)c1ccc(NC(=O)COC(=O)CCN2C(=O)c3cccc([N+](=O)[O-])c3C2=O)cc1,2,103,3,1,1,91,91,106
# Other results:
SMILES,JMJD2C inh,MEP2 TOR yeast,AHR act,procasp7 counter,procasp3 activ,LAP4 TOR yeast,Yeast superoxide,RPL19A TOR yeast
CCc1nc2nc(C)c(NS(=O)(=O)c3cccs3)c(=O)n2[nH]1,-45,104,4,4,-2,92,106,101
CCOc1ccc(CNC(=O)C2CCN(S(=O)(=O)CC)CC2)cc1OC,-1,97,2,2,8,90,103,104
COc1ccc(NC(=O)CSc2nc(NS(=O)(=O)c3ccccc3)cc(=O)[nH]2)cc1,86&2,102,6,-3,-8,96,126,101
COc1ccc(/C=N/NC(=O)c2cccnc2)cc1COc1ccc([N+](=O)[O-])c(C)c1,-8,90,10,-1,-10,110,95,93
COc1ccc(/C(C)=N/NC(=O)c2ccncc2)cc1[N+](=O)[O-],-2,102,44,8,0,85,98,103
Cc1ccc(C)c(N(C(=O)c2nsc(Cl)c2Cl)C(C(=O)NC2CCCC2)c2ccc(O)cc2)c1 (stereo not given),14,88,-1,-7,-2,84,83,95
CCOC(=O)c1c(-c2ccccc2)nc2cc(C)ccn12,10,92,-6,-6,0,94,97,92
CC(C)CN(C(=O)COC(=O)CSc1ccccc1)c1c(N)n(Cc2ccccc2)c(=O)[nH]c1=O,1,102,0,6,2,103,98,97
CCc1cccc(CC)c1NC(=S)N(CCN(C)C)C(C)c1cccnc1 (stereo not given),-14,88,-1,6,-3,93,102,88
Cc1cc(Cl)ccc1N1C(=O)CC(SCCC(=O)O)C1=O (stereo not given),14,101,1,-6,3,105,109,96
Cc1cc(NC(=S)NC(=O)c2ccccc2)ccc1-c1cc2ccccc2oc1=O,-7,102,0,-10,-1,95,108,98
O=c1oc2ccccc2c(NCCc2ccccc2)c1[N+](=O)[O-],4,94,9,6,-11,103,90,104
